USP1-UAF1 inh = inhibitors of human USP1/UAF1 deubiquitinase; 0.23% of 390,000 active; AID 743255; Potency, µM (highest dose often 57.1 µM), for inactives: at the top dose activity change, negative = inhibition, actives largely listed as inhibitors; recombinant USP1/UAF1, Ub-Rhodamine cleavage fluorescence; note: potency is the fitted concentration of half-maximal effect; % is set by controls: 0 for no effect and ±100 for the full control effect; nearly all actives have a fitted effect of over 60% in size; inactives centre near -12
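USP1/UAF1 complex at 1 nM was preincubated with compound for 15 min at room temperature, then Ub-Rho substrate (150nM final) was added. Fluorescence (480/540 nm) was read kinetically, 6 reads every 60 seconds.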
TrxR1 substrate = substrates of rat thioredoxin reductase 1 | O89049 | purified TrxR1 substrate turnover, NADPH consumption readout | Potency, µM (doses to about 114 µM), without a hit: at the top dose activity change, negative = substrate turnover | 0.01% of 390,000 active | AID 588456; note: potency is the fitted concentration of half-maximal effect; % is set by controls: 0 for no effect and ±100 for the full control effect; nearly all actives have a fitted effect of over 50% in size
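Rat TrxR1, dispensed at 90 nM, was prereduced with 400 uM NADPH (final) for 5 min at ~22 deg C, then incubated with compound 15 min before 400 uM selenite. A first-read NADPH fluorescence drop versus no-compound background flagged substrates.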
IDH1 R132H inh = human IDH1 R132H inhibition; IDH1-R132H enzyme, NADPH consumption, diaphorase/resazurin fluorescence; Potency, µM (top dose mostly 76.6 µM), inactives show at the top dose activity change, negative = inhibition, most hits filed as inhibitors; O75874; 0.093% of 390,000 active; note: potency is the fitted concentration of half-maximal effect; % is set by controls: 0 for no effect and ±100 for the full control effect; nearly all actives have a fitted effect of over 65% in size
Target sequence (O75874 whole entry R132H, stated change not applied): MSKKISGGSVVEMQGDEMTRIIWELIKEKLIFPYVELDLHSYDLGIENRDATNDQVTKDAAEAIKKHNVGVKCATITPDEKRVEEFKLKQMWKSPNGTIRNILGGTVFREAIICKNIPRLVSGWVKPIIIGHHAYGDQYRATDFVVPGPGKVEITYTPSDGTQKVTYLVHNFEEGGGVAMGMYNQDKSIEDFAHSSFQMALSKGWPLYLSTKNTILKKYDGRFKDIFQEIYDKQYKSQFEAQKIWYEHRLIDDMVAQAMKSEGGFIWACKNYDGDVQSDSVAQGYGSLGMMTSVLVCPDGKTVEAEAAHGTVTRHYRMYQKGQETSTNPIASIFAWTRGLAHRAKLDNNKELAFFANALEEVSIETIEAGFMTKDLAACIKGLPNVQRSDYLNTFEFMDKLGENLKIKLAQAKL
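IDH1-R132H (0.5 ug/mL) preincubated 30 min with compound, then NADPH (0.016 mM) and alpha-KG (2 mM) added; 80 min at RT, pH 7.5. Remaining NADPH coupled via diaphorase/resazurin to fluorescence (540/590 nm); concentration-response curves normalized to no-enzyme control.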
RGS4 inhibitor = inhibitors of human regulator of G protein signaling 4. P49798. Transcreener GDP fluorescence polarization, RGS4-accelerated GTP hydrolysis. Potency, µM (top dose mostly 114 µM), for inactives: at the top dose activity change, negative = inhibition, most hits filed as inhibitors. 0.039% of 390,000 active; note: potency is the fitted concentration of half-maximal effect; % is set by controls: 0 for no effect and ±100 for the full control effect; nearly all actives have a fitted effect of over 75% in size; some results filed as inactive show a strong effect at the top dose
Target sequence (P49798 whole entry, looked up): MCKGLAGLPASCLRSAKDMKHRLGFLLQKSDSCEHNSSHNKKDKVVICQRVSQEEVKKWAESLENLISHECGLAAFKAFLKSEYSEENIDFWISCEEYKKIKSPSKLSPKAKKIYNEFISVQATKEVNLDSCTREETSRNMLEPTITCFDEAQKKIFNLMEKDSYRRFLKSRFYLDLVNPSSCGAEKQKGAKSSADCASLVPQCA
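MLSMR compounds (23 nl, pin-transferred) preincubated 10 min at room temperature with a 500nM (2x) first reagent, then RGS4 at 900nM (2x) plus Transcreener GDP mix added; fluorescence polarization (620/688 nm) read before and after 90 min at 30 °C.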
LDHA inh = LDHA (human) enzyme inhibition. purified LDHA, NADH/diaphorase-resazurin fluorescence; stronger effect = lower value. P00338. 0.15% of 480,000 active. activity change, % (values are at about 110 or 230 µM). AID 1347041; in the data active = activity change below about -30%; inconclusive = mostly about -25% to -30%;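 note: plate controls were DMSO wells for no effect and wells without enzyme for full effect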
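Resorufin fluorescence (ex540/em590), read at 0 and 20 min after diaphorase/resazurin addition, reports the NADH left after a 5 min room-temperature reaction of 2 nM human LDH5 with 0.06 mM NADH and 0.2 mM pyruvate.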
Vif-A3F inh = blocks the Vif interaction with APOBEC3F; HeLa A3F-eYFP + Vif (tagged APOBEC3F with the HIV-1 protein that degrades it), YFP fluorescence increase; Potency, µM (series often up to 46.1 µM), for the others: top-dose activity, negative = active; 0.2% of 390,000 active; AID 602313; note: potency is the fitted concentration of half-maximal effect; % of control where 0% means no effect; nearly all actives have a fitted effect of over 65% in size
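Fluorescence increase (Ex 488/Em 500-530) after overnight compound treatment at 37 deg C flags inhibition of Vif-driven A3F-eYFP loss in stable HeLa A3F-eYFP/Vif cells seeded overnight beforehand.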
Vif-A3G inh = inhibitors of Vif-APOBEC3G interaction | Q9HC16 | HeLa A3G-eYFP + Vif (tagged APOBEC3G with the HIV-1 protein that degrades it), YFP fluorescence, overnight | Potency, µM (series often up to 46.1 µM), without a hit: at the top dose activity, negative = active, most hits filed as inhibitors | 0.076% of 410,000 active;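 note: potency is the fitted concentration of half-maximal effect; % is set by controls: 0 for no effect and ±100 for the full control effect; nearly all actives have a fitted effect of over 60% in size; hits raise eYFP signal because A3G escapes Vif-driven loss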
Target sequence (Q9HC16 whole entry, looked up): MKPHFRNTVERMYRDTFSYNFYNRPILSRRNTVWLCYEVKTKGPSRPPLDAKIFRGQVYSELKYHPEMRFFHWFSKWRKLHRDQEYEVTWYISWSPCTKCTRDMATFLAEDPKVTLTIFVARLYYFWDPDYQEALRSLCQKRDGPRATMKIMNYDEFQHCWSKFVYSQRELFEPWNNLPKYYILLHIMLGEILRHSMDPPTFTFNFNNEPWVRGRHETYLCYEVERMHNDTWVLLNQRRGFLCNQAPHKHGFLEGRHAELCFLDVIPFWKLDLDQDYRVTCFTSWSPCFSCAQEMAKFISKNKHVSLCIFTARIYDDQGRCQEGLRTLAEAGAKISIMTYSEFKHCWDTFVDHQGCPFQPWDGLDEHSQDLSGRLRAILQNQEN
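HeLa cells stably expressing Vif and C-terminally eYFP-tagged A3G, seeded overnight at 37 deg C, then exposed to compound by pintool overnight at 37 deg C. Rise in yellow fluorescence (Ex 488/Em 500-530, Acumen) marks blocked Vif-driven A3G degradation.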
TrxR1 inh = rat TrxR1 inhibition. recombinant rTrxR1, NADPH fluorescence consumption, selenite substrate. Potency, µM (series often up to 114 µM), inactives show top-dose activity change, negative = inhibition, hits mostly inhibitors. 1% of 390,000 active; note: potency is the fitted concentration of half-maximal effect; % is set by controls: 0 for no effect and ±100 for the full control effect; nearly all actives have a fitted effect of over 65% in size
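Rat TrxR1 (90 nM in the dispensed reagent) was pre-reduced with 400 uM NADPH for 5 min at room temperature, then incubated with compound for 15 min. After 400 uM selenite was added, NADPH fluorescence (Ex 340/Em 450 nm) was followed for 8 min.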
GRP78 ERSR act = inducers of ER stress response in human glioma cells | U87-MG GRP78 promoter luciferase reporter, 16 h | Potency, µM, inactives show at the top dose activation, hits mostly activators | 0.02% of 420,000 active | AID 602332; note: potency is the fitted concentration of half-maximal effect; series mostly up to about 76 µM; % of control where 0% means no effect; nearly all actives have a fitted effect of over 35% in size
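ERSR induction read as luciferase luminescence (Bright-Glo, 10 min at room temperature) in stably transfected human U87-MG glioma cells exposed to compounds for 16 h, using GRP78 as sensor.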
* = called active by the depositor; ? = inconclusive; & = joins results of further samples; [ ] = another dose, or the depositor's remark. Unless noted, calls come from the whole dose curve; as a rule, active = well fitted curve in the direction sought with a large enough effect; inconclusive = small, poorly fitted or top-dose-only effect, or another doubt; inactive = no such curve, though single readings can be large; an effect the other way counts as inactive or inconclusive. The list is partial; count on the stated rates, not on these rows.

SMILES	USP1-UAF1 inh	TrxR1 substrate	IDH1 R132H inh	RGS4 inhibitor	LDHA inh	Vif-A3F inh	Vif-A3G inh	TrxR1 inh	GRP78 ERSR act
O=C(CSc1nnnn1-c1ccc2c(c1)OCCO2)N1CCN(C(=O)c2ccco2)CC1	-5%	5%[57.1 µM]	6%	11%	-8	5%	4%	9%[57.1 µM]	-5%
CCCOC(=O)c1ccc(NC(=O)C(CC)CC)cc1	-4%	-3%	1%	11%	-6	11%	-7%	9%	7%
Cn1ncc(Cl)c1C(=O)Nc1nnc(C2CC2)s1	-21%	-2%	-1%	24%	-6	-2%	0%	11%	9%
Cc1ccc(CSc2ncnc3c2cnn3Cc2ccccc2)cc1C	-24%	-2%	5%	-31%	6	3%	-20%	11%	-1%
CCOCCCNc1nc2cc(OC)c(OC)cc2c2nc(-c3ccccc3)nn12	-12%	13%	-12%	-11%	-2	0%	-4%	17%	0%
CCc1nc(SCC(=O)NNC(=O)c2ccc(OC)cc2)c2ccccc2n1	?	3%[57.1 µM]	0%	?	0	?	1%	5%[57.1 µM]	-6%
CC(C)c1ccc(NC(=O)NCc2ccc3c(c2)OCO3)cc1	-13%	-16%	0%	-8%	-12	4%	1%	-14%	-1%
Cc1cccc(CCNC(=O)CCS(=O)(=O)c2cc3c(cc2Cl)NC(=O)CO3)c1	-8%&-18%	-2%&46%	-21%&6%	-19%[56.9 µM]	-7&-9&-4	-3%&-1%	3%&-2%	5%&27%	-2%&2%
Nc1c(N(CCCO)C(=O)C2CCCC2)c(=O)[nH]c(=O)n1Cc1ccccc1	-13%	-1%	7%	-22%	1	0%	-4%	-17%	0%
CCOC(=O)C1(CCCc2ccccc2)CCN(C(=O)C2CCCN(C(N)=O)C2)CC1 (stereo not drawn)	-22%	-1%	-3%	2%	-4	-23%	-4%	0%	1%
Cc1cc(O)c(Sc2ccccc2)c(=O)o1	-4%	-4%	-8%	13%	-23	11%	4%	26%	-4%
Cc1ccsc1C(=O)N1CCN(C(=O)c2ccco2)CC1	-11%	5%	15%	10%	-3	-3%	-14%	-7%	-7%
CC1(C)NC(=O)N(CC(=O)OCC(=O)N2CCN(S(=O)(=O)c3ccccc3)CC2)C1=O	-10%	-4%	7%	-21%	-2	3%	-7%	-7%	-5%
CCOc1ccc(Nc2sc(C(=O)c3ccc(F)cc3)c(N)c2S(=O)(=O)c2ccc(C)cc2)cc1	-10%	-1%[57.1 µM]	0%	3%	-5	-4%	1%	21%[57.1 µM]	-3%
O=C(c1cccc(S(=O)(=O)N2CCOCC2)c1)N1CCN(S(=O)(=O)c2cccs2)CC1	-10%	-3%[57.1 µM]	6%	-27%	-2	7%	0%	2%[57.1 µM]	-4%
Cc1cccc(Cn2nc(C)n3c(cc4cc(C)ccc43)c2=O)c1	-21%	2%	8%	9%	-3	3%	9%	9%	-2%
CC(C)C(NC(=O)c1ccc(C(C)(C)C)cc1)C(=O)OCC(=O)NC(=O)Cc1ccccc1 (stereo not drawn)	?	-9%	1%	0%	-2	-18%	1%	-7%	-2%
Cc1cc(OCc2cc(C(=O)N(C)CC3CCOCC3)no2)cc(C)c1Cl	-19%	-11%	-4%	-77%[56.9 µM]	0	1%	0%	2%	4%
C=CCc1cc(OC)ccc1OCCOCCC(C(=O)OCC)C(=O)OCC	-21%	-5%	6%	-23%	5	3%	2%	10%	-4%
CCOc1ccc(C2Nc3ccccc3C(CC)(CC)O2)cc1 (stereo not drawn)	-23%	9%	-4%	-17%	-5	-1%	3%	34%	-3%
COC(=O)c1ccc2nc(NC(=O)C3CCCCC3)sc2c1	-17%	4%	0%	8%[11.4 µM]	3	1%	3%	7%	-3%
Cn1nccc1C(=O)N/N=C/c1c(O)ccc2ccccc12	-17%	-1%	1%	-15%	6	?	-8%	-1%	-6%
Cc1ccc(-c2cc(C(=O)Nc3c(C)n(C)n(-c4ccccc4)c3=O)c3ccccc3n2)cc1	-11%	-3%	14%	13%	-11	7%	-10%	5%[57.1 µM]	2%
CC1(C)CC(=O)C(C(c2ccc(F)cc2)C2C(=O)CC(C)(C)CC2=O)C(=O)C1	-17%	-5%[57.1 µM]	0%	-18%	-3	-16%	1%	4%[57.1 µM]	-4%
Cc1ccc(CNC(=O)Cn2cccc2)cc1	-6%	-6%	-15%	20%	-13	12%	2%	8%	1%
Cc1ccc(-c2cc(N)nc(-c3ccccc3)c2)cc1	?	31%	6%	-13%	0	-4%	-9%	25%	3%
COc1ccc(-n2c(C)cc(C(=O)CSc3ccc(NC(C)=O)cc3)c2C)cc1	0%	-13%	11%	-6%	0	4%	2%	4%	5%
Cc1ccc(Cc2nc3ccccc3nc2SCC(=O)N2CCN(c3ccccc3F)CC2)cc1	-16%	6%[57.1 µM]	-5%	-20%	-3	4%	2%	21%[57.1 µM]	-3%
C[C@@H](C(=O)NNC(=O)c1ccc(Cl)cc1)N1C(=O)C2CC=CCC2C1=O (stereo partly drawn)	12%	-9%[2.29 µM]	10%	13%	-9	-11%	0%	-17%[2.29 µM]	-1%
O=C(NCC12CC3CC(CC(C3)C1)C2)c1nc2ncccn2n1	0%	-4%	3%	2%	-1	8%	2%	6%	-2%
O=c1c2cc(NC(=S)NC3CCN(Cc4ccccc4)CC3)ccc2nc2n1CCCCC2	-19%	3%	-9%	-2%	-3	-3%	0%	-4%	-4%
COc1ccccc1-n1c(SCC(=O)Nc2cccc(C(=O)O)c2)nnc1-c1ccccc1C	-19%	-2%	0%	-25%	3	-1%	-1%	15%	1%
CCCCNC(=O)c1onc(CSc2cc(C)cc(C)c2)c1C(=O)NCCCC	-24%	-3%	19%	-3%	2	4%	-1%	26%	-1%
Cc1nnc(SCC(=O)c2c(N)n(C)c(=O)n(C)c2=O)n1Cc1ccccc1	?	3%	2%	-20%	1	4%	-3%	30%	-2%
COc1ccc2cc(C3CC(c4ccco4)=NN3S(C)(=O)=O)c(Cl)nc2c1 (stereo not drawn)	-17%	1%	0%	?	1	-5%	-4%	50µM*	-1%
O=C(C1=C(O)C(=O)N(CCCN2CCOCC2)C1c1ccc(Cl)cc1)c1cc2ccccc2o1 (stereo not drawn)	-26%	3%	-11%	14%	2	1%	-4%	2%	-5%
O=C(O)CCCCCN1C(=O)/C(=C\c2cn(-c3ccccc3)nc2-c2cccs2)SC1=S	?	-2%[57.1 µM]	?	-64%[56.9 µM]	0	?	-1%	-9%[57.1 µM]	-5%
COc1ccc(CCNC(=O)CS(=O)Cc2nc(-c3ccc(C)cc3)oc2C)c(OC)c1 (stereo not drawn)	-27%	-8%[57.1 µM]	8%	-10%	9&-2	1%	1%	-2%[57.1 µM]	-3%
CC(C)C(=O)N1CCN(c2ccccc2NC(=O)c2cc([N+](=O)[O-])ccc2N2CCOCC2)CC1	-19%	2%	0%	27%	2	-13%	-16%	5%	-1%
CCCCc1ccc(N=N/C(C(=O)Nc2ccc(NC(C)=O)cc2OC)=C(/C)O)cc1	-17%	-13%	-11%	10%	-2	0%	-1%	-12%	-1%
CCC(CC)c1nnc(NC(=O)c2ccc3c(c2)OCO3)s1	-24%	8%	11%	-47%	0	0%	0%	23%	6%
CN(c1ccc(C(=O)Nc2cccnc2)cc1)S(C)(=O)=O	-19%	-6%[57.1 µM]	10%	-11%	-2	5%	2%	15%[57.1 µM]	-6%
Cc1ccc(CNC(=O)c2oc3ccc(S(=O)(=O)N4CCCC(C)C4)cc3c2C)cc1 (stereo not drawn)	-29%	11%	-14%	12%	-4	0%	-1%	24%	-2%
C/C(=N\NC(=O)c1ccccc1)c1c(C)[nH]n(-c2ccccc2)c1=O	-19%	-8%	1%	-18%	1	-23%	-12%	-8%	4%
CCCN1CCN(C(=O)Cn2ncc3c([nH]c4ccc(C)cc43)c2=O)CC1	-8%	21%	-4%	34%[11.4 µM]	-1	-6%	-1%	9%	0%

Record cards (already shown). Order of values: USP1-UAF1 inh, TrxR1 substrate, IDH1 R132H inh, RGS4 inhibitor, LDHA inh, Vif-A3F inh, Vif-A3G inh, TrxR1 inh, GRP78 ERSR act
Record of COc1ccc(CCNC(=O)CS(=O)Cc2nc(-c3ccc(C)cc3)oc2C)c(OC)c1 (stereo not drawn) = -27%, -8%[57.1 µM], 8%, -10%, 9&-2, 1%, 1%, -2%[57.1 µM], -3%
Record of CCC(CC)c1nnc(NC(=O)c2ccc3c(c2)OCO3)s1 = -24%, 8%, 11%, -47%, 0, 0%, 0%, 23%, 6%
Record of CCCCc1ccc(N=N/C(C(=O)Nc2ccc(NC(C)=O)cc2OC)=C(/C)O)cc1 = -17%, -13%, -11%, 10%, -2, 0%, -1%, -12%, -1%
Record of CC(C)C(=O)N1CCN(c2ccccc2NC(=O)c2cc([N+](=O)[O-])ccc2N2CCOCC2)CC1 = -19%, 2%, 0%, 27%, 2, -13%, -16%, 5%, -1%
Record of CCCN1CCN(C(=O)Cn2ncc3c([nH]c4ccc(C)cc43)c2=O)CC1 = -8%, 21%, -4%, 34%[11.4 µM], -1, -6%, -1%, 9%, 0%
